Mdm2 ligase inh: inhibitors of human Mdm2 E3 ubiquitin ligase | Q00987 | cell-based MDM2 ubiquitination luciferase reporter, 2 h; 0 = plate control, 100 = twice control, blank-subtracted | signal enhancement, % at 5 µM | 0.11% of 210,000 active | AID 1230;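 active = signal enhancement of 30% or more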;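 also: luminescence tracks abundance of the self-degrading MDM2-luciferase fusion protein; higher signal means inhibition of MDM2 E3 ligase activity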
Target sequence (Q00987 whole entry, looked up, the tested form may be a part): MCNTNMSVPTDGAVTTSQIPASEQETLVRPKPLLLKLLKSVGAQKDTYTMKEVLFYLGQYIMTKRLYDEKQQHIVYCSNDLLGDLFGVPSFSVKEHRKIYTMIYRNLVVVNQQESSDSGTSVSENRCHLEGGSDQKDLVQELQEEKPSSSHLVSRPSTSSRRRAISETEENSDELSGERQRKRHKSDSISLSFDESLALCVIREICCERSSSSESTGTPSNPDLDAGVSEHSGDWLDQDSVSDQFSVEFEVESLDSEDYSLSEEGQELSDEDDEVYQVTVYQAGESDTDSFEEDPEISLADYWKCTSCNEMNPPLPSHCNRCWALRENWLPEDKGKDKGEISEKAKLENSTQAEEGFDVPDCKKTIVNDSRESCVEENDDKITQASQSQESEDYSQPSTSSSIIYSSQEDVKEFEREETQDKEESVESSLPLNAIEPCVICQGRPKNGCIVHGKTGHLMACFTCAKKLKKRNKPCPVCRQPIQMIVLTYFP
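Test system: stable mammalian line carrying autodegrading MDM2–luciferase fusion reporter; quantity: 2000 cells in each well; times: 4 h cell settling then 2 h compound exposure, 37 °C; detection: luminescence with SteadyLite reagent, 15 min at room temperature; evaluation: percent signal gain over controls, blank-subtracted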
RBBP9 inh: inhibitors of human serine hydrolase RBBP9. O75884. recombinant RBBP9, FP-Rh probe fluorescence polarization. inhibition, % at 7.94 µM. 0.2% of 220,000 active;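 active = inhibition above the campaign mean of all tested compounds plus 3 SD, cut at about 14% in these data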;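 also: plate controls were DMSO wells with RBBP9 for no effect and wells lacking RBBP9 protein for full effect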
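Measured by – fluorescence polarization · Test system – RBBP9 protein · Input – 2.5 µM RBBP9 dispensing solution, before mixing · Measure – percent inhibition from mP, scaled between DMSO and no-protein wells · Benchmarks – DMSO-treated enzyme wells and wells lacking RBBP9 · Times – preincubation 30 min plus labeling 45 min at 25 °C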
Hck Nef HTS: human Hck-Nef kinase inhibition. AID 463187. Recombinant Hck-YEEI plus Nef, Z-Lyte FRET kinase assay. inhibition, % at 20 µM. P08631. 0.68% of 220,000 active;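 active = Hck-Nef kinase inhibition above about 50%, limit read from the data; inactive = inhibition below that limit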;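 also: 0% = DMSO with Hck plus Nef and 100% = Hck alone without Nef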
Target sequence (P08631 whole entry, looked up): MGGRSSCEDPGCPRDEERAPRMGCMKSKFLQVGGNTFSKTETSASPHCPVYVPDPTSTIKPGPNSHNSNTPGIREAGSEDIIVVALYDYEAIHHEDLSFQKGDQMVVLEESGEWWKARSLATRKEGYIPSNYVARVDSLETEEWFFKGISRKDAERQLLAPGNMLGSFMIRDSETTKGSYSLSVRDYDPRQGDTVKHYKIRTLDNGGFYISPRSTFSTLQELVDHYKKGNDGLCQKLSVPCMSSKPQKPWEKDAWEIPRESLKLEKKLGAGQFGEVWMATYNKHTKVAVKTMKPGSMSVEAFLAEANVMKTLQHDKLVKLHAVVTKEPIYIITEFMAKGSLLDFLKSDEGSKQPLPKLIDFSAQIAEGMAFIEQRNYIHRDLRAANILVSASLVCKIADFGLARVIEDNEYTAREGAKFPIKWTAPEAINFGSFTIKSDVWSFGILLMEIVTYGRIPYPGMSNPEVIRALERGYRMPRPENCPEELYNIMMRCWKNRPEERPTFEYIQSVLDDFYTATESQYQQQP
Runt-CBFb FRET: Runt domain-CBFb interaction inhibition; Cerulean-Runt/Venus-CBFb FRET ratio 530/480, 1 h; 0.46% of 220,000 active; AID 1496; inhibition, % at 20 µM;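 active = inhibition over about 50% at 20 µM in the single-dose screen, limit read from the data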;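 also: 0% = DMSO wells and 100% = excess unlabeled CBFb competitor control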
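Schedule: protein complex preformed 1 h, compound exposure 1 h, room temperature, dark; test system: Cerulean-labeled Runt domain protein; amount: 100 nM per protein; buffer or medium: Tris 50 mM pH 7.5, KCl, K2SO4, 0.01% BSA; read-out: loss of energy transfer signal; detection: FRET fluorescence; controls: 5 µM unlabeled CBFb as full-inhibition high control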
NPY-Y1 PAM-ag: human NPY-Y1 potentiation or agonism, primary screen; NPY-Y1 expressing cells, potentiator/agonist activation; AID 1304; activation, % at 3.6 µM; 0.37% of 220,000 active; in the data active = activation above about 33%, passing the limit was not always enough;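 also: cells stimulated with NPY at EC10 then isoproterenol at EC100; 0% = low agonist plus stimulus and 100% = saturating agonist plus stimulus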
Runt-SMMHC FRET: inhibitors of human RUNX1 Runt domain binding to CBFb-SMMHC; Cerulean-Runt/Venus-CBFb-SMMHC FRET ratio 530/480, 1 h; inhibition, % at 20 µM; 0.74% of 220,000 active;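 active = mean inhibition across duplicate retests at 20 µM reaching about 50%, limit read from the data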;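 also: 0% = DMSO wells and 100% = wells with excess untagged CBFb-SMMHC; inhibitors lower the FRET ratio by blocking Runt binding to CBFb-SMMHC; some results filed as inactive read as strong as hits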
p97 inhibitor: inhibitors of human p97 ATPase. inhibition, % at 8 µM. 0.42% of 220,000 active. recombinant p97 ATPase, Kinase-Glo ATP luminescence, 3 h. P55072. AID 1481; in the data active = inhibition above about 15%;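 also: 0% = DMSO vehicle and 100% = wells lacking enzyme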
NPY-Y1 antag: blocks the human neuropeptide Y Y1 receptor | P25929 | HEK293-CNG Y1 cells, membrane potential fluorescence; NPY at EC95, then isoproterenol | inhibition, % at 3.6 µM | 1% of 200,000 active | AID 1040;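 active = inhibition above the campaign mean inhibition of all tested compounds plus 3 SD, cut at about 20% in these data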;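 also: 0% = DMSO wells given NPY plus isoproterenol and 100% = isoproterenol alone without NPY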
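Material: HEK293 Y1/CNG channel cell line; also added: NPY (25 nM), isoproterenol (1 µM), Ro 20-1724 (25 µM); doses: one concentration, 3.6 µM, in 0.4% DMSO; schedule: compound incubation 1 h at room temperature, readout 45 min post-stimulation; technique: membrane potential fluorescence; measure: fluorescence ratio normalized to % inhibition between controls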
NPY2 pot ag: potentiates or activates human NPY-Y2 receptor | activation, % at 3.6 µM | cells expressing NPY-Y2, potentiator/agonist read-out | 0.45% of 220,000 active; in the data active = activation above about 27%;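 also: cells stimulated with NPY near EC25 plus isoproterenol at EC100; 0% = vehicle plus submaximal agonist and 100% = vehicle plus saturating agonist; some results beyond the cut were filed as inactive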
The depositor's hits bear a star; x = no result given.

Each structure is followed by: Mdm2 ligase inh, RBBP9 inh, Hck Nef HTS, Runt-CBFb FRET, NPY-Y1 PAM-ag, Runt-SMMHC FRET, p97 inhibitor, NPY-Y1 antag, NPY2 pot ag
- CC(=O)NNc1nc(-c2ccccc2)c2cc(Br)ccc2n1
  3, -5, -2, -1, 36, -1, -4, -1, 22
- CCCC1(CCC)NC(=O)N(CC(=O)N2CCN(C(=O)c3ccco3)CC2)C1=O
  -11, -5, -20, 0, -4, -3, 2, 5, 1
- COc1ccc(-n2cnnc2SCC(=O)NC2CCS(=O)(=O)C2)cc1 (centres undefined)
  -16, 2, 2, 0, 20, 2, 4, 2, 1
- CC1CCCN(S(=O)(=O)c2ccc(S(=O)(=O)NC(C)c3cccs3)cc2)C1 (centres undefined)
  5, -10, 0, -1, 4, 0, 1, -1, -14
- O=C(Nc1ccc(N2CCOCC2)cc1)C1CCCN(S(=O)(=O)c2ccccc2)C1 (centres undefined)
  -26, -8, 0, 0, -16, 1, 1, -4, -1
- Cc1cc(C(=O)Cn2nc(C(=O)O)c3ccccc3c2=O)c(C)n1CC(F)(F)F
  16, 3, 17, -3, -5, -6, 7, 8, -10
- O=C(c1cnn(C(=O)c2ccc(O)cc2)c1)c1ccccc1O
  -5, 0, 44, 2, -6, 2, -3, -1, -17
- C/C=C/C(=O)Nc1ccccc1Br
  5, 1, 1, -1, -4, 1, -4, 0, -28
- O=C(Nc1cc(Br)ccc1O)c1cnn2c(C(F)F)cc(C3CC3)nc12
  -4, -11, -16, 0, 2, 3, -2, -2, -1
- CN(Cc1ccc(-n2cccn2)cc1)Cc1cn(C)nc1-c1ccccc1F
  -3, -5, 22, 0, 7, 3, 2, 0, -12
- O=C(NCCC1=CCCCC1)c1ccc(Cl)cc1
  -30, -6, 26, 0, -7, -3, -3, 4, -2
- Cc1ccc(-c2nc3ncccn3c2Nc2ccc3c(c2)OCCO3)cc1
  -15, -1, -1, -1, -57, -7, -5, 12, 7
- Cc1cc(C)cc(N(C(C)C(=O)N2CCCCC2)S(C)(=O)=O)c1 (centres undefined)
  -16, 4, -1, -2, 9, -2, 3, 2, 3
- CC(C)CCSc1nc(N2CCOCC2)c2c(c1C#N)CC(C)(C)OC2
  -11, -7, 1, -6, -66, -2, -4, 19, -29
- COc1ccccc1NC(=O)COC(=O)c1ccc(S(=O)(=O)NCc2ccco2)cc1
  0, -4, 6, 0, 18, 0, -5, 2, -26
- NC(=O)c1c(NC(=O)C2CCCO2)sc2c1CCCC2 (centres undefined)
  34*, -2, 0, 6, 11, 3, 9, -2, 18
- CSc1nsc(SC)c1C(=O)Nc1ccc(C(C)(C)C)cc1
  -4, -10, 3, 0, -27, 2, 3, x, -39
- CCNC(=O)c1cccc(S(=O)(=O)N2CCCCCC2)c1
  -10, 5, 6, -2, 16, 2, 1, 2, -4
- CC(C)CC(c1nnnn1Cc1ccco1)N1CCN(C2CCCC2)CC1 (centres undefined)
  -19, -7, 0, 0, -27, 1, 1, 10, -21
- Cc1cc(C)c(C)c(S(=O)(=O)Nc2ccc(OCC(=O)O)cc2)c1C
  -4, 0, 1, -7, 0, 2, -1, 1, 13
- Cc1onc(-c2ccccc2Cl)c1C(=O)N1CCOC12CCCCC2
  -13, -5, -17, -1, -2, 2, 0, -2, -17
- Cc1cc(C)nc(SC2CCCCC2NS(=O)(=O)c2ccccc2)n1 (centres undefined)
  1, -7, 5, 1, -28, -1, 1, -1, 3
- CCn1c(Cc2cccc3ccccc23)nnc1SCC(=O)Nc1nccs1
  6, -7, 9, 0, 7, -2, -1, -4, -8
- O=C(COC(=O)C1CC2C=CC1C2)NCc1ccccc1Cl (centres undefined)
  -16, -13, 0, -2, -13, 5, -6, 4, -3
- COC(=O)c1c(O)c2ccccc2[nH]c1=O
  -4, 0, -17, 5, -6, 9, -2, 11, -4
- CCN(CC)c1ccc(C2Nc3cccc4cccc(c34)N2)c(O)c1
  x, -5, -2, -6, 4, -68, 1, -4, -1
- CC(=O)Nc1nc(-c2ccccc2)nc(-c2ccccc2OC(C)=O)n1
  -5, -7, 1, -1, 11, -5, -1, 2, 7
- CCN(CC)S(=O)(=O)c1ccc(OC)c(NC(=O)C(Cc2ccccc2)N2C(=O)c3ccccc3C2=O)c1 (centres undefined)
  -11, -6, -1, -1, -31, 1, 0, -2, -14
- COc1ccccc1N(CC(N)=O)S(=O)(=O)c1ccc(C)cc1
  -13, -7, 1, -2, -3, 2, -1, 4, -4
- COc1ccc(/C=C/CN2CCCC(CCC(=O)NCc3ccc(F)c(F)c3)C2)cc1 (centres undefined)
  -1, -4, 27, 0, -11, 2, -3, 10, -11

An excerpt from above in order of heavy-atom count, descending.
Each structure is followed by: Mdm2 ligase inh, RBBP9 inh, Hck Nef HTS, Runt-CBFb FRET, NPY-Y1 PAM-ag, Runt-SMMHC FRET, p97 inhibitor, NPY-Y1 antag, NPY2 pot ag
- Cc1cc(C)nc(SC2CCCCC2NS(=O)(=O)c2ccccc2)n1 (centres undefined)
  1, -7, 5, 1, -28, -1, 1, -1, 3
- O=C(NCCC1=CCCCC1)c1ccc(Cl)cc1
  -30, -6, 26, 0, -7, -3, -3, 4, -2
- COC(=O)c1c(O)c2ccccc2[nH]c1=O
  -4, 0, -17, 5, -6, 9, -2, 11, -4

More structures follow:
Each structure is followed by: Mdm2 ligase inh, RBBP9 inh, Hck Nef HTS, Runt-CBFb FRET, NPY-Y1 PAM-ag, Runt-SMMHC FRET, p97 inhibitor, NPY-Y1 antag, NPY2 pot ag
- Cc1cc(C)c2c(C)nn(-c3ccccc3)c2n1
  -7, -5, 0, -2, -12, 0, -5, 2, 1
- C=CCn1c(SCC(=O)Nc2ccc(C(=O)OC(C)C)cc2)nnc1-c1cccs1
  -17, 4, -14, -5, -3, -2, 1, -2, 12
- CCc1ccc(Nc2oc(C)cc(=O)c2C(C)=O)cc1
  2, -5, -1, 0, -13, -3, 2, 6, -14
- CCOc1ccc2nc(SC(C)C(N)=O)[nH]c2c1 (centres undefined)
  -27, -10, 2, -2, 3, 0, 0, 3, 2
- O=C(COc1ccccc1)NC1=NCCS1
  -6, -3, 1, -1, 20, 2, 4, 1, 4
- Cn1c(SCC(=O)NNC(=O)c2ccc(Br)cc2)nnc1-c1cccnc1
  -11, 5, -39, -1, 5, 0, 2, 8, 20
- Cc1ccc(-c2nn(-c3ccccc3)cc2C(=O)Nc2cccc(S(=O)(=O)N3CCOCC3)c2)cc1
  -12, -2, -1, -7, 4, -5, 3, 0, 15
- C=C(Br)Cn1cnc2ccccc21
  -14, -1, -5, -1, 3, -3, 1, 0, 5
- Cc1ccc(CS(=O)(=O)CCC(=O)NC2CC2)cc1
  -22, -3, 1, 0, 11, 0, -1, 0, -3
- CC(=O)OC[C@H]1O[C@@H](O/N=C/C[C@@H]2C=C[C@H](OC(C)=O)[C@@H](COC(C)=O)O2)[C@H](OC(C)=O)[C@@H](OC(C)=O)[C@@H]1OC(C)=O
  x, -7, -7, -2, -3, -6, 3, -3, 3
- COc1ccc(OCCSc2nnc(CC(=O)Nc3cccc(Cl)c3Cl)n2C)cc1
  -14, -1, -1, -8, -6, -2, 0, 4, -12
- NNC(=O)C12CC3CC(C1)CC(n1ncnn1)(C3)C2
  3, 0, 4, 0, 12, 1, 1, 1, 12
- O=C1SC(c2ccccc2)=C/C1=C\N1CCCCC1
  -18, 2, 1, 5, -9, 0, 7, 6, 3
- O=C(c1ccccc1)c1ccc(C(=O)N2CCOCC2)cc1
  2, -7, 0, -1, -24, 1, 2, -2, 9
- CC(=O)Nc1ccc(S(=O)(=O)N2CCN(C(=O)Cc3ccccc3)CC2)cc1
  -8, -6, 0, 0, 10, -3, -4, -6, 4
- Nc1[nH]c(=O)[nH]c(=O)c1N=Nc1cccc(Cl)c1
  -11, -3, 19, 6, 9, -8, 5, 4, 3
- CC(=O)CC(C)(C)NC(C)=S
  -3, -8, 17, -1, 33, 2, 7, x, 2
- O=C(c1ccco1)N1CCN(c2ncnc3c2[nH]c2ccc(Br)cc23)CC1
  -17, -8, 1, 3, 5, -4, 3, 2, 4
- COc1ccc(NC2c3ccccc3C(=O)N2Cc2ccco2)cc1OC (centres undefined)
  -8, -4, -3, 2, 2, 3, 6, 1, 15
- O=C(Cn1c(C2CC2)nc2ccccc2c1=O)Nc1ccc(Br)cc1
  -4, -7, 0, -1, 11, 0, 6, -5, 7
- CCOc1ccc(C(=O)Nc2ccccc2C#N)cc1[N+](=O)[O-]
  -10, -10, 2, -3, -9, 0, 1, -1, 7
- CC1(C)N=C(c2ccc(Cl)cc2Cl)C(=O)N1
  x, -5, 2, -1, 4, 0, 3, -2, -1
- CCOc1ccccc1N1C(=O)c2ccc(C(=O)Nc3cccnc3)cc2C1=O
  -19, -5, 20, -3, 10, -6, 2, 2, 7
- CCCCCC(=O)Nc1nc(C)c(-c2csc(Nc3ccc(Cl)cc3)n2)s1
  -15, -7, 0, 5, -9, 4, 0, 8, 10
- CCOc1ncccc1C(=O)OCc1cn2cc(Cl)ccc2n1
  -10, -2, -1, -2, -14, -2, -5, -1, 1
- CCOC(=O)Cn1nnc(-c2cc(OC)c(OC)c(OC)c2)n1
  -10, 3, 22, 0, 3, -1, 3, -4, -13
- COc1ccc(C(=O)Cn2c3ccccc3n3nc(CCC(=O)O)c(=O)nc23)cc1OC
  -6, -8, -5, 0, -8, -1, -2, 3, -12
- O=C(CCl)c1ccc2c(c1)CCN2C(=O)C1CC1
  0, -3, 29, 2, 5, 0, 2, 0, 4
- Cc1ccc(SCC2=NN(c3nc(C)cc(C)n3)C(=O)C2)cc1
  -24, -13, -20, -3, -3, 1, -6, -7, 1

Compound activity from PubChem BioAssay.
